Bioassay records as filed in PubChem BioAssay.
LRH-1 inv ag: NR5A2 inverse agonism in reporter assay; HEK293T StAR-luciferase reporter, LRH-1 transfected, 24 h; 360,000 tested, 0.13% active; inhibition, % at 3.6 µM; O00482; AID 602396;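 active = inhibition above the mean inhibition of all tested compounds plus 3 SD, cut at about 73% in these data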;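 note: 0% = DMSO wells and 100% = reporter-only cells lacking LRH-1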
CF NFkB inh: cystic fibrosis NF-kB activation inhibition. inhibition, % at 5 µM. KKLEB NF-kB-GFP reporter, PAF-induced, GFP fluorescence overnight. 360,000 tested, 0.86% active. AID 588850;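 active = at least 50% inhibition at 5 µM, scaled per plate between neutral and stimulator controls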;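 note: PAF is a Pseudomonas aeruginosa culture filtrate used as stimulus; plate controls were PAF-stimulated DMSO wells for no effect and unstimulated DMSO wells for full effect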
SRC3 inh: human NCOA3 inhibition. 360,000 tested, 0.17% active. HEK293 GAL4-SRC3 luciferase reporter, luminescence. inhibition, % at 3.6 µM. AID 588352;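 active = inhibition above a per-campaign cutoff, the mean of all compounds plus 3 SD, cut at about 60% in these data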;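 note: 0% = DMSO-treated cells and 100% = gossypol-treated cells at 36 µM; higher means less SRC3-driven luciferase light from the GAL4 reporter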
NR2F2 inh: NR2F2 (human) inhibition, primary screen; HEK293T NGFI-A luciferase reporter, luminescence; 370,000 tested, 0.7% active; P24468; inhibition, % at 8.6 µM; AID 686940;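 active = inhibition above a per-plate cutoff, mean inhibition of test wells between control levels plus 3 SD, cut at about 38% in these data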;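 note: cells cotransfected with COUP-TFII expression vector driving the NGFI-A reporter; 0% = median of COUP-TF2 test wells and 100% = reporter-only cells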
TRAIL sens C8: sensitizes caspase-8 expressing cells to TRAIL | NB7+C8 cells + TRAIL, ATPlite viability luminescence | inhibition (viability loss, TRAIL sensitization), % at 10 µM | 360,000 tested, 1% active;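 active = compounds causing at least 50% loss of cell viability in the single-dose screen, relative to plate controls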
NCOA2 inhibitor: human SRC2 (NCOA2) inhibition | HEK293 GAL4-SRC2 luciferase reporter, luminescence | inhibition, % at 9 µM | 370,000 tested, 0.17% active | AID 651957;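 active = inhibition above the mean inhibition of all tested compounds plus 3 SD, set per campaign, cut at about 52% in these data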;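 note: 0% = DMSO treated cells and 100% = cells given Gossypol at 36 µM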
KKLEB tox: CF airway cell cytotoxicity counter-screen; KKLEB CF airway cells viability, ATPlite luminescence, overnight; hits give low values; cells stimulated with P. aeruginosa culture filtrate; activity change (cytotoxicity), % at 5 µM; 360,000 tested, 0.36% active; AID 602141;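 active = corrected activity change at or below -50% at 5 µM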
LMP1 NFkB inh: reduces LMP1-driven NF-kappaB luciferase signal | 350,000 tested, 0.69% active | LMP1-induced NF-kappaB luciferase reporter cells, luminescence | AID 504558 | inhibition, % at 12.5 µM; in the data active = inhibition above about 41%;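 note: 0% = neutral control wells and 100% = reference inhibitor control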
TWEAK Fn14 block: inhibitors of TWEAK-Fn14 interaction signaling; TWEAK-stimulated Fn14 reporter cells, luciferase luminescence, 8 h; inhibition, % at 10 µM; 360,000 tested, 2% active; AID 1159606; in the data active = inhibition above about 50%
NCOA1 inh: inhibitors of human steroid receptor coactivator 1 (SRC1) | Q15788 | HEK293 GAL4-SRC1 luciferase reporter, luminescence | inhibition, % at 3.6 µM | 360,000 tested, 0.12% active;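 active = inhibition above the campaign mean plus 3 SD, with each screening campaign given its own cutoff, cut at about 60% in these data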;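 note: 0% = DMSO treated cells and 100% = gossypol at 36 µM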
TROY signal inh: blocks TROY-dependent signaling in reporter cells; Q293 LMP1-TROYcd NF-kB luciferase reporter, 4 h; inhibition, % at 10 µM; 360,000 tested, 0.98% active; AID 1347056;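 active = compounds whose plate-normalised and pattern-corrected inhibition of the luciferase reporter signal at the single screening dose is 50% or more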
* marks the source's active call; other numbers are inactive results; x = no result given.

SMILES	LRH-1 inv ag	CF NFkB inh	SRC3 inh	NR2F2 inh	TRAIL sens C8	NCOA2 inhibitor	KKLEB tox	LMP1 NFkB inh	TWEAK Fn14 block	NCOA1 inh	TROY signal inh
CCc1ccc2[nH]c(O)c(N=NC3=NC(=O)CS3)c2c1	-9	-14	-6	14	-7	-7	2	5	-2	4	-9
CCN1C[C@@H]2[C@@H]3C(=O)N(C)C(=O)[C@@H]3[C@](C)(C1=O)N2C(=O)c1ccc(C(C)(C)C)cc1	-10	1	1	-3	-22	-11	-5	-1	1	-6	-14
N#Cc1ccc(-c2nc3c(Cl)cc(C(F)(F)F)cn3c2Cc2ccccc2C(F)(F)F)cc1	-2	x	x	-1	17	2	x	x	-3	x	2
CCc1sc(C(=O)NCc2ccco2)cc1C	15	-4	-1	-15	-4	-18	-1	-5	29	-25	-24
CN(Cc1cnn(-c2ccc(F)cc2)c1)C(=O)[C@H]1O[C@@H](n2cnc3c(N)ncnc32)[C@H](O)[C@@H]1O	23	-17	5	-15	12	-29	-2	x	-9	1	7
COC(=O)c1[nH]c2ccc(F)cc2c1NC(=O)CCN1CCN(Cc2ccc3c(c2)OCO3)CC1	8	-2	-13	2	-2	-6	-2	7	16	-1	25
CCOC(=O)c1cc2sc(C)cc2n1CC(=O)NCCc1ccccc1	10	0	-12	9	12	-8	11	-6	-12	3	-17
O=C(COc1ccccc1F)NC1CCN(Cc2ccccc2)CC1	-3	-5	10	12	-3	7	3	0	6	-14	-1
Cn1nnnc1SC(C(=O)Nc1cccc(C(F)(F)F)c1)c1ccccc1 (centres undefined)	-3	16	2	3	-4	8	8	8	1	17	-3
COc1ccc(CNC(=O)c2csc3c2CCCC3)cc1	-18	5	-12	-24	1	-14	5	1	-24	-3	-11
Cc1ccc(F)c(NC(=O)c2cncn2-c2ccccc2)c1	7	11	-29	-7	-29	11	9	-2	18	0	0
O=C(NNS(=O)(=O)c1cccc(Cl)c1)c1cc(-c2ccc(F)cc2)nc2ccccc12	-14	3	19	-8	25	13	-2	0	8	-10	10
CC(CCc1ccccc1)NC(=O)C1CC1 (centres undefined)	11	-2	-11	10	4	-11	-10	x	-2	-5	-11
O=C1N(Cc2cccnc2)C[C@@H]2C[C@@H](c3ccccc3C#Cc3ccccc3)N3CCC[C@@]123	23	-12	19	1	-1	-2	-12	1	9	2	8
COc1ccccc1CCC(=O)Nc1ccc(OC)c(S(=O)(=O)N2CCCCC2)c1	-10	37	9	1	1	-13	13	6	13	-1	-8
Cc1ccc(C)c(-c2cc(C(=O)N/N=C/c3cccnc3)c3ccccc3n2)c1	45	-23	12	7	5	3	-5	0	-26	5	-34
Nc1nnc(SCC(=O)OCC(=O)Nc2ccccc2)s1	4	-12	17	0	-4	-11	12	1	9	-16	3
Cc1cc2[nH]c(=O)c(=O)[nH]c2cc1S(=O)(=O)Nc1cccc(C)c1C	-17	-10	3	9	-12	-4	-3	-5	7	-5	-47
CCOC(=O)c1c(C)c(C(=O)NCc2ccco2)c(C)n1C	6	2	5	7	-4	-11	-3	1	-2	-18	4
CSc1nc(-c2ccccc2)nc(C(C)C)n1	-10	-1	-7	-10	-20	-7	3	6	-2	-12	-17
CCOc1ccc(C(=O)O)cc1OC	4	-10	-8	3	38	-62	15	-4	-9	-6	-18
Cn1c(SCC(=O)NCc2cccs2)nnc1-c1ccc(O)cc1	0	-3	-7	-9	-1	17	0	4	2	5	-16
O=C(Nc1ccc(F)cc1F)c1sccc1SCc1cccc(C(F)(F)F)c1	2	16	10	7	0	-26	5	6	17	8	0
O=C1CCCc2c1cc(C(=O)NC1CCSC1=O)c(=O)n2-c1ccccc1 (centres undefined)	6	22	3	2	-11	-24	-5	-7	-14	12	-7
COc1cc(CNc2ccc3[nH]c(=O)[nH]c3c2)ccc1OCc1cccc(C)c1	-13	-21	-47	-2	-13	-24	9	-23	43	-16	-40

Results in SRC3 inh, for two of the compounds above:
| canonical_smiles | SRC3 inh |
| --- | --- |
| CCOC(=O)c1c(C)c(C(=O)NCc2ccco2)c(C)n1C | 5 |
| Cc1ccc(F)c(NC(=O)c2cncn2-c2ccccc2)c1 | -29 |

New compounds follow.
SMILES	LRH-1 inv ag	CF NFkB inh	SRC3 inh	NR2F2 inh	TRAIL sens C8	NCOA2 inhibitor	KKLEB tox	LMP1 NFkB inh	TWEAK Fn14 block	NCOA1 inh	TROY signal inh
CCOC(=O)NN1C(=O)c2ccccc2NC1c1ccccc1F (centres undefined)	-12	-15	7	0	-9	-2	8	-9	-1	6	19
CC(=O)Nc1ccc2nc3ccccc3nc2c1	-69	-10	-61	-50	19	-108	-14	-3	-3	-63	-26
Cc1cc[n+](CC(=O)c2ccc(NC(=O)c3ccccc3)cc2)c2ccccc12	25	6	24	-14	17	-20	-1	-5	13	-3	5
CCNc1c([N+](=O)[O-])ncn1C	3	-9	9	-4	9	-13	0	-12	7	-11	-14
O=C(Nc1nc(-c2ccccc2)c(C(=O)c2ccccc2)s1)c1ccc(S(=O)(=O)N2CCCC2)cc1	-15	17	16	-9	12	-4	17	2	72*	0	35
COc1ccccc1C(=O)COC(=O)CCN=C1NS(=O)(=O)c2ccccc21	-2	-6	5	-28	-12	-24	7	5	5	-2	-2
COc1ccc(NC(=O)CSc2nnc(C)n2Cc2ccccc2)cc1	-1	-1	-11	-3	-7	-13	-1	1	-11	-12	-29
C[C@@H]1CC=C[C@H]2[C@H]1C(=O)N(Cc1ccccc1)[C@H]2c1ccc(-c2ccc(F)cc2)cc1F	-1	46	15	2	13	12	-33	2	-7	0	7
CC[C@H]1C(=O)[C@@H](Cc2ccccc2)[C@@H]2CCN3C(=O)CCC[C@H]1[C@H]23	10	-8	24	-5	-2	6	-2	-4	5	-14	-11
COC(=O)[C@H](C(C)C)n1c(C)c(C(C)=O)c(C(C)=O)c1C	-5	7	-7	4	3	14	-11	-8	4	2	5
CC1(C)NC(=O)N(CCOCCOc2ccccc2)C1=O	-11	-6	1	4	1	-17	6	7	0	4	1
O=C(O)/C(=C/c1ccco1)NC(=O)c1ccccc1	3	-12	14	-1	-8	-34	4	3	3	-4	-11
CCN1C(=O)[C@H]2[C@@H](c3ccc(C(F)(F)F)cc3)N[C@]3(CCCN(Cc4ccc(C(F)(F)F)cc4)C3=O)[C@H]2C1=O	6	6	-3	2	9	11	-4	1	11	7	2
Cn1cc(C(CC(=O)O)C(=O)O)c2ccccc21 (centres undefined)	-3	10	-8	-10	-7	9	-10	1	10	-9	9
C[C@@H]1CN([C@@H](C)CO)C(=O)c2cc(NC(=O)c3ccccc3)ccc2O[C@@H](C)CCCCO[C@@H]1CN(C)S(=O)(=O)c1ccc(F)cc1	-5	5	1	0	3	8	2	5	15	-15	-2
Cc1ccnn1-c1ccc(C(=O)N2CCCN(S(=O)(=O)c3ccc(F)cc3)CC2)cc1	-31	34	16	-13	12	4	-10	-4	8	2	-15
Cc1ccc(S(=O)(=O)NCCC(=O)NNC(=O)c2ccccc2O)cc1C	0	-2	-13	-11	19	-8	0	0	4	1	-7
COCCCN1CN(S(=O)(=O)c2cccs2)c2nc3ccccc3nc21	-14	-12	-10	10	-13	1	6	-9	-1	-18	12
CCCCc1nc(NCCN)c(C#N)c2c1CSC(C)(C)C2	-8	2	2	3	58*	-6	-12	-3	8	3	4
N#CC1=C(S)N(c2ccccc2)C(c2ccc(-c3cccc(Cl)c3)o2)NC1=O (centres undefined)	-8	-36	-4	13	-8	-8	-7	-3	20	-10	-8
CN1CCN(CCOCCOc2c(Cl)cc(Cl)cc2Cl)CC1	15	8	19	3	5	-21	-19	0	0	1	-32
COc1cccc(-n2nnc3c(=O)n(CC(=O)Nc4ccc(C)cc4)cnc32)c1	10	0	-2	-2	-5	4	-16	10	-16	-33	16
Cc1cc(S(=O)(=O)N2CCCOC2CNC(=O)C(=O)NCc2cccs2)ccc1F (centres undefined)	5	-13	-9	-5	7	-3	-1	-9	0	-2	11
Cc1cscc1NC(=O)/C=C/C(=O)O	14	-3	1	-12	2	7	-6	5	17	1	-3
CCN1CCN(c2ccc(S(=O)(=O)N3CCOCC3)cc2NC(=O)c2ccc(C)cc2C)CC1	-8	17	12	-4	0	3	2	4	-1	-7	-5
Other structures follow:
SMILES	LRH-1 inv ag	CF NFkB inh	SRC3 inh	NR2F2 inh	TRAIL sens C8	NCOA2 inhibitor	KKLEB tox	LMP1 NFkB inh	TWEAK Fn14 block	NCOA1 inh	TROY signal inh
Oc1ccc(C2=NN(c3ccccc3)C(c3ccc(F)cc3)C2)cc1 (centres undefined)	1	-12	-6	-10	3	-2	2	5	4	4	5
COc1cc(OC)cc(C(=O)N2CCC(N3CCN(c4ccccc4OC)CC3)CC2)c1	1	14	18	10	-4	-14	-14	-21	53*	6	52*
Cc1nc(N2CCOCC2)c2cc(-c3ccccc3)sc2n1	2	4	2	-15	7	-17	-1	-4	-14	-37	-38
CCOC(=O)c1cn2nc(Oc3ccc(NC(C)=O)cc3)ccc2n1	-9	13	-3	1	-2	-27	-22	-4	-24	-40	-24
CCCc1nnc(NC(=O)CC(=O)Nc2ccccc2C(=O)O)s1	-2	6	3	16	-10	-5	-5	3	43	-2	x
CC(C)CC(C(=O)NC(C)(C)C)N(Cc1ccccc1Cl)C(=O)c1snc(C(N)=O)c1N (centres undefined)	10	5	1	1	9	18	16	-19	8	-14	11
O=C(CS(=O)(=O)c1ccccc1)N1CCCCCC1	-51	2	-44	7	-4	-17	7	-2	0	-44	-23
C=CCOn1c(=O)c(-c2ccc(Br)cc2)[n+]([O-])c2ccccc21	0	-11	-14	-18	-5	10	2	7	-3	-2	-20
CCCN1CCOC(CC(=O)Nc2ccc([N+](=O)[O-])cc2)C1=O (centres undefined)	-7	5	1	-5	-2	-44	12	2	2	-10	8
COc1cc(OC)c(C(=O)NCc2ccco2)cc1OC	-6	6	-9	-12	15	-12	2	1	0	-4	2
Cn1c(C(=O)OC(C(=O)NC2CCCC2)c2ccncc2)cc2sccc21 (centres undefined)	2	4	21	-13	-17	-20	-7	-1	-23	-3	0
O=C(c1cccc(C(F)(F)F)c1)N1CCN(S(=O)(=O)c2ccc(Cl)s2)CC1	6	-3	14	-6	25	-5	-2	-1	-9	-1	-24
Cc1cccc(/C=N/NC(=O)c2cc3c(s2)-c2ccccc2CC3)c1	-6	5	-7	-2	-11	-10	-1	-6	25	-10	-8
COc1cccc(-n2nnnc2SCC(=O)Nc2ccccc2OC)c1	-6	16	14	10	-4	-15	-5	-1	-1	10	0
COc1ccc2c(c1)N(C(=O)CSc1n[nH]c(C)n1)C(C)(C)C=C2C	7	8	19	8	3	13	1	5	14	14	10
COc1ccc(/C=C(/NC(=O)c2ccc(OC)c(OC)c2)C(=O)NCCCn2ccnc2)cc1	16	6	-17	5	12	8	7	-1	-15	-1	7
CCCCC1CCC(C(=O)N(CC(C)C)c2c(N)n(CCCC)c(=O)[nH]c2=O)CC1 (centres undefined)	22	13	17	6	23	5	-11	0	-1	-11	-1
O=c1ccc(-c2ccc(S(=O)(=O)N3CCN(c4cccc(Cl)c4)CC3)o2)n[nH]1	1	-7	-1	7	-3	8	3	1	-24	13	2
